High-throughput results as filed in PubChem BioAssay.
IL2 activator: activators of IL-2 | AID 652025 | IL-2 activation reporter assay, cell-based qHTS; stimulated with anti-CD3/CD4/CD28 beads; in transgenic mouse T cells | activation, % (series mostly up to about 46 µM) | actives 0.065% (n = 360,000); in the data active = activation above about 50%; inconclusive = mostly about 30% to 49%; also: 0% is about no effect
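Unstimulated transgenic mouse T cells preincubated 60 min with compound, then stimulated with anti-CD3/anti-CD4-coated beads plus anti-CD28 for 18 h at 37 degrees C. IL-2 response read as EGFP and DsRed fluorescence by plate cytometry.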
PTHR1 ag: activates the human parathyroid hormone receptor PTHR1; Potency, µM (series often up to 115 µM), inactives show at the top dose activation, hits mostly activators; AID 743266; Q03431; HEK293 GP2 PTHR1 cells, GloSensor cAMP luminescence, 1 h; actives 0.075% (n = 410,000); also: potency is read from the fitted curve at half-maximal effect; nearly all actives have a fitted effect of over 55% in size; some results filed as inactive show a strong effect at the top dose; inactives centre near -15; many of its hits are not listed in these tables
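HEK-293-derived GP2 cells expressing PTHR1 and a GloSensor cAMP reporter, 3,000/well, plated overnight, given luciferin plus IBMX (each 0.5 mM as added) for 1 h at 37 °C, then compound for 1 h at 37 °C. Luminescence was read after 15 min at room temperature.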
EPAC1 antag: antagonists of human EPAC1 | O95398 | EPAC1 GEF assay, Rap1b-BODIPY-GDP exchange fluorescence | Potency, µM (highest dose often 115 µM), inactives show at the top dose activity change, negative = inhibition, usual class: inhibitors | actives 0.14% (n = 360,000) | AID 720709;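 also: potency is read from the fitted curve at half-maximal effect; plate controls were vehicle for no effect and positive control for full effect; nearly all actives have a fitted effect of over 50% in size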
HEK293 tox: cytotoxic in the GLP-1 receptor inverse agonist counter-screen; actives 0.13% (n = 410,000); AID 624418; HEK293 cAMP-luciferase reporter cells, luminescence, 24 h; Potency, µM (top dose mostly 38.3 µM), for the others: at the top dose activity change, negative = inhibition, most hits filed as inhibitors;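 also: loss of luciferase light is scored as toxicity; potency is read from the fitted curve at half-maximal effect; % is scaled to controls: 0 for no effect and ±100 for the full control effect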
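Compound-treated cells are incubated 24 hr at 37 deg C under 5% CO2 after a 12 hour attachment period, then luciferase detection reagent is added and luminescence is measured following 12 min at room temperature; lowered signal indicates toxicity.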
PI5P4K alpha inh: PI5P4K alpha (human) kinase inhibition | P48426 | actives 1.2% (n = 330,000) | PI5P4Kalpha enzyme, ADP-Glo luminescence, 60 min; active compounds read low | max response, %; active = max response of -50% or lower; inconclusive = between -30% and -50%; inactive = -30% or higher; also: value at the top dose of about 77 µM; % is scaled to controls: 0 for no effect and ±100 for the full control effect
Target sequence (P48426 whole entry, looked up): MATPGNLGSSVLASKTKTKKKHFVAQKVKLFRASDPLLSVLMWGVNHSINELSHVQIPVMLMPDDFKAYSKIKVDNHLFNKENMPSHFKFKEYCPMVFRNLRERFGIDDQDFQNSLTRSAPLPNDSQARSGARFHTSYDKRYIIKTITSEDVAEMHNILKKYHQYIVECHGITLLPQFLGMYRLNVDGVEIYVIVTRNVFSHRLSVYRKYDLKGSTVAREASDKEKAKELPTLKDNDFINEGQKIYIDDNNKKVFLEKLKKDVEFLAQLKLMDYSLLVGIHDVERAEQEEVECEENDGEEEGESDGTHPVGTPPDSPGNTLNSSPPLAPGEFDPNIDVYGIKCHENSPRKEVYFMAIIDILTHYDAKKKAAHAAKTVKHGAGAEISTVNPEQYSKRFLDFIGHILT
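Controls without substrate or without enzyme flank wells where PI5P4Kalpha converts substrate using 5 microM ATP (final). Incubation lasts 60 minutes at room temperature; ADP formed is read by ADP-Glo luminescence.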
EPAC1 ag: activates human EPAC1 exchange factor | O95398 | EPAC1 agonist qHTS, biochemical assay; response scale: 100% = response to 6.5 mM cAMP | Potency, µM (titrated, usually from 154 µM), for inactives: at the highest dose activation, most hits filed as activators | actives 0.073% (n = 360,000) | AID 720707; also: potency is read from the fitted curve at half-maximal effect; nearly all actives have a fitted effect of over 60% in size
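Normalized to 6.5 mM cAMP, activity reflects EPAC1-catalysed release of BODIPY-GDP from Rap1B, followed kinetically over 30 min at 480 nm excitation, 540 nm emission. Reaction contained 100 nM EPAC1, 250 nM Rap1B-BODIPY-GDP, 50 uM GDP.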
GLP-1R agonist: activates the human GLP-1 receptor. P43220. HEK293 GLP-1R CRE-luciferase, luminescence, 4-6 h; cells express a hypersensitive GLP-1R form. Potency, µM (doses to about 45.6 µM), for inactives: at the highest dose activation, actives largely listed as activators. actives 0.007% (n = 380,000). AID 624172; also: potency is read from the fitted curve at half-maximal effect; % of control where 0% means no effect
Target sequence (P43220 whole entry, looked up): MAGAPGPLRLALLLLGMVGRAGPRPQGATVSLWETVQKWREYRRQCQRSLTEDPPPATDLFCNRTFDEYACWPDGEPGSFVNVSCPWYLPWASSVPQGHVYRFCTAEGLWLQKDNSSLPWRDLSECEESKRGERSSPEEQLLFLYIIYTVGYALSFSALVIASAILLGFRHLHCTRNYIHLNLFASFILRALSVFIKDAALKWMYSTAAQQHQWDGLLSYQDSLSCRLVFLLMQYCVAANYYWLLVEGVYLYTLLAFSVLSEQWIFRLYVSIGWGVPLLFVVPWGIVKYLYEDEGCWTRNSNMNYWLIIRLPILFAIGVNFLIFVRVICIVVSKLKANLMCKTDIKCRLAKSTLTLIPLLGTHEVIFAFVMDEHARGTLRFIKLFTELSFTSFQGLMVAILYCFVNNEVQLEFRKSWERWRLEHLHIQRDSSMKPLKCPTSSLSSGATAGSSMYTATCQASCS
PLK1 PBD block: blocks phosphopeptide binding to human PLK1 polo-box domain; actives 2.8% (n = 360,000); Plk1 PBD binding of FITC phosphopeptide, fluorescence polarization; Potency, µM, for inactives: max response, negative = inhibition, most hits filed as inhibitors; P53350; also: potency is read from the fitted curve at half-maximal effect; series mostly up to about 57 µM; % is scaled to controls: 0 for no effect and ±100 for the full control effect; nearly all actives have a fitted effect of over 65% in size
GLP-1R inv ag: GLP-1 receptor (human) inverse agonism; P43220; HEK293 GLP-1R CRE-luciferase, luminescence, 24 h; GLP-1R form is constitutively active; Potency, µM (titrated, usually from 38.3 µM), inactives show at the top dose activity change, negative = inhibition, actives largely listed as inhibitors; actives 1.6% (n = 410,000); AID 624417; also: potency is read from the fitted curve at half-maximal effect; % is scaled to controls: 0 for no effect and ±100 for the full control effect; nearly all actives have a fitted effect of over 55% in size
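Inverse agonism was detected as reduced cAMP-driven luciferase luminescence after 24 h compound treatment. The cells were HEK293 clones expressing constitutively active human GLP-1R with the reporter. Reporter-only and GPR119 cell lines served as counterscreen controls.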
Numbers without * were called inactive; & = joins results of further samples; [ ] = dose if it differs, or a comment. Unless noted, calls follow the shape of the dose curve; as a rule, active = well fitted curve in the direction sought with a large enough effect; inconclusive = small, poorly fitted or top-dose-only effect, or another doubt; inactive = no such curve, though single readings can be large; an effect the other way counts as inactive or inconclusive. Not all compounds are listed, so the mix of outcomes need not match the whole.

COc1ccc(NC(=O)CNC(=O)N2CC(=O)Nc3ccccc32)cc1OC was read as IL2 activator 0.8, PTHR1 ag inactive, EPAC1 antag -1%, HEK293 tox 2%, PI5P4K alpha inh 7, EPAC1 ag -13%, GLP-1R agonist -7%, PLK1 PBD block 6% and GLP-1R inv ag 1%.
For COc1cc(CNCCc2ccccc2)cc(Br)c1OCC(=O)Nc1ccccc1C the results were IL2 activator 1.4, PTHR1 ag -1%, EPAC1 antag -16%, HEK293 tox inconclusive, PI5P4K alpha inh 1, EPAC1 ag -9%, GLP-1R agonist -1%, PLK1 PBD block -9% and GLP-1R inv ag 7.9µM*.
Screening CC(C)CC(NC(=O)C1CCC(C)CC1)C(=O)N1CCN(c2ccccn2)CC1 (stereo not given) returned IL2 activator -3.7, PTHR1 ag -1%, EPAC1 antag -14%, HEK293 tox -19%, PI5P4K alpha inh -3, EPAC1 ag -1%, GLP-1R agonist -1%, PLK1 PBD block -4% and GLP-1R inv ag inconclusive.
`O=C(Nc1cccc2ccccc12)c1ccc([N+](=O)[O-])o1` gave IL2 activator -0.7, PTHR1 ag inactive, EPAC1 antag -23%, HEK293 tox -20%, PI5P4K alpha inh -3, EPAC1 ag 4%, GLP-1R agonist -5%, PLK1 PBD block -25% and GLP-1R inv ag -10%.
CCOC(=O)c1ccc(NC(=O)NCCc2cnc[nH]2)cc1 was read as IL2 activator -2.2, PTHR1 ag inactive, EPAC1 antag -3%, HEK293 tox -13%, PI5P4K alpha inh 2, EPAC1 ag -7%, GLP-1R agonist 1%, PLK1 PBD block 2% and GLP-1R inv ag 28%.
`CC1CCC(NC(=O)C2CCC(CNS(=O)(=O)c3cccc4nsnc34)CC2)CC1` (stereo not given) gave IL2 activator -1.9, PTHR1 ag inactive, EPAC1 antag 6%, HEK293 tox inconclusive, PI5P4K alpha inh 0, EPAC1 ag 2%, GLP-1R agonist 10%, PLK1 PBD block 0% and GLP-1R inv ag 4%.
CCC(C)[C@H](NC(=O)C1CCN(C(=O)[C@H](Cc2ccccc2)NC(=O)OC(C)(C)C)CC1)C(=O)O (stereo not given in full) was read as IL2 activator 2.3, PTHR1 ag -24%, EPAC1 antag 28%, HEK293 tox -2%, PI5P4K alpha inh 4, EPAC1 ag -9%, GLP-1R agonist -5%, PLK1 PBD block -7% and GLP-1R inv ag 30%.
Screening O=c1c(C(c2ccccc2)c2c(O)sc3ccccc3c2=O)c(O)sc2ccccc12 returned IL2 activator 3.2, PTHR1 ag inactive, EPAC1 antag 3%, HEK293 tox 2%, EPAC1 ag -1%, GLP-1R agonist -2%, PLK1 PBD block -20% and GLP-1R inv ag 5%.
For CCc1cc(CNC(=O)C2CCC(=O)N(Cc3cccc(F)c3)C2)on1 (stereo not given) the results were IL2 activator -0.2, PTHR1 ag -21%, EPAC1 antag -21%, HEK293 tox 1%, PI5P4K alpha inh 2, EPAC1 ag -4%, GLP-1R agonist -5%, PLK1 PBD block 1% and GLP-1R inv ag 9%.
For CCCCNC(=O)CNC(=S)N(Cc1ccccc1F)C1CCCCC1 the results were IL2 activator -1.0, PTHR1 ag -26%, EPAC1 antag inconclusive, HEK293 tox 6%, PI5P4K alpha inh -2, EPAC1 ag 2%, GLP-1R agonist 6%, PLK1 PBD block -4% and GLP-1R inv ag inconclusive.
For CCNC(=S)NS(=O)(=O)c1ccccc1 the results were IL2 activator 1.4, PTHR1 ag 10%[57.5 µM], EPAC1 antag 9%, HEK293 tox 6%, PI5P4K alpha inh 1, EPAC1 ag -4%, GLP-1R agonist -9%, PLK1 PBD block inconclusive and GLP-1R inv ag 0%.
Screening C=C(C)Cn1c2ccc(NC(=O)NCc3ccc(F)cc3)cc2c(=O)n1C returned IL2 activator -0.8, PTHR1 ag -41%[inhibitor], EPAC1 antag -15%, HEK293 tox -12%, PI5P4K alpha inh -5, EPAC1 ag -3%, GLP-1R agonist 5%, PLK1 PBD block -21% and GLP-1R inv ag -20%.
CCCc1c(O)nc(SCC(=O)O)[nH]c1=O was read as IL2 activator -0.9, PTHR1 ag inactive, EPAC1 antag 0%, HEK293 tox 0%, PI5P4K alpha inh inconclusive, EPAC1 ag -2%, GLP-1R agonist 0%, PLK1 PBD block 19µM* and GLP-1R inv ag 8%.
Screening O=C(c1cccs1)N1CCN=C1SCc1ccc(F)cc1 returned IL2 activator -0.7, PTHR1 ag -42%[inhibitor], EPAC1 antag -1%, HEK293 tox -5%, PI5P4K alpha inh 5, EPAC1 ag 13%, GLP-1R agonist 12%, PLK1 PBD block -4% and GLP-1R inv ag 19%.
Cc1ccc(NC(=O)CN(C)CC(=O)Nc2ccc(N3CCOCC3)cc2)c([N+](=O)[O-])c1 was read as IL2 activator 2.1, PTHR1 ag inactive, EPAC1 antag -27%, HEK293 tox 6%, PI5P4K alpha inh -5, EPAC1 ag 4%, GLP-1R agonist 12%, PLK1 PBD block -11% and GLP-1R inv ag 48%[activator].
Screening O=C(Oc1cccc(NC(=O)c2ccco2)c1)c1ccc(Br)c(S(=O)(=O)N2CCCCC2)c1 returned IL2 activator -2.8, PTHR1 ag inactive, EPAC1 antag 4%, HEK293 tox -19%, PI5P4K alpha inh -1, EPAC1 ag 8%, GLP-1R agonist -14%, PLK1 PBD block -1% and GLP-1R inv ag inconclusive.
Screening COC(=O)c1c(C(=O)OC)c(-c2ccc(C)cc2)n2c1CS(=O)C2 (stereo not given) returned IL2 activator 0.4, PTHR1 ag inactive, EPAC1 antag 10%, HEK293 tox -8%, PI5P4K alpha inh -8, EPAC1 ag -7%, GLP-1R agonist -12%, PLK1 PBD block -1% and GLP-1R inv ag 2%.
`CCCOc1cc(C)c(S(=O)(=O)NCc2cccs2)cc1C` gave IL2 activator -0.5, PTHR1 ag -44%[inhibitor], EPAC1 antag -12%, HEK293 tox -8%, PI5P4K alpha inh 2, EPAC1 ag -2%, GLP-1R agonist 15%, PLK1 PBD block 2% and GLP-1R inv ag inconclusive.
`Cc1ccc(NC(=O)c2cc(S(=O)(=O)N3CCC4(CC3)OCCO4)ccc2F)cc1` gave IL2 activator 0.1, PTHR1 ag -25%[57.5 µM], EPAC1 antag -4%, HEK293 tox -9%, EPAC1 ag 3%, GLP-1R agonist -14%, PLK1 PBD block -7% and GLP-1R inv ag 0%.
COc1ccc(CNC(=O)C2CCN(S(=O)(=O)c3ccc(-c4nn[nH]n4)cc3)CC2)cc1 was read as IL2 activator -0.7, PTHR1 ag inactive, EPAC1 antag 8%, HEK293 tox -2%, PI5P4K alpha inh -3, EPAC1 ag -3%, GLP-1R agonist 20%, PLK1 PBD block -10% and GLP-1R inv ag -14%.
`CCCNCCC(c1ccco1)c1ccccc1OC` (stereo not given) gave IL2 activator -1.1, PTHR1 ag inactive, EPAC1 antag 4%, HEK293 tox -12%, PI5P4K alpha inh -1, EPAC1 ag 9%, GLP-1R agonist -6%, PLK1 PBD block 0% and GLP-1R inv ag -6%.
N#Cc1nc(Cc2cccc3ccccc23)oc1N1CCC(C(N)=O)CC1 was read as IL2 activator -0.2, PTHR1 ag inactive, EPAC1 antag inconclusive, HEK293 tox -7%, PI5P4K alpha inh 4, EPAC1 ag 0%, GLP-1R agonist -1%, PLK1 PBD block -2% and GLP-1R inv ag inconclusive.
For COc1ccc(-c2ccc(=O)n(CC(=O)Nc3cccc(O)c3)n2)cc1OC the results were IL2 activator -2.8, PTHR1 ag inactive, EPAC1 antag 5%, HEK293 tox -6%, EPAC1 ag 1%, GLP-1R agonist inconclusive, PLK1 PBD block -1% and GLP-1R inv ag 222%[activator].
Screening CNC(=O)NC(=O)CSc1nc2sccc2c(=O)n1-c1ccccc1 returned IL2 activator -0.3, PTHR1 ag 4%, EPAC1 antag 5%, HEK293 tox 3%, PI5P4K alpha inh -22, EPAC1 ag 6%, GLP-1R agonist 19%, PLK1 PBD block -17% and GLP-1R inv ag 47%[activator].
COc1ccc(CNC(=O)c2ccc(CS(=O)(=O)c3ccc(OC)cc3)o2)cc1 was read as IL2 activator -1.2, PTHR1 ag -53%[inhibitor], EPAC1 antag -5%, HEK293 tox 0%&-3%, PI5P4K alpha inh 1, EPAC1 ag 3%, GLP-1R agonist 4%, PLK1 PBD block -1% and GLP-1R inv ag 0%&2%.
O=C(Cc1ccccc1)N1CCN(c2ccccc2F)CC1 was read as IL2 activator -0.3, PTHR1 ag -14%, EPAC1 antag 2%, HEK293 tox -1%, PI5P4K alpha inh 2, EPAC1 ag -1%, GLP-1R agonist 2%, PLK1 PBD block -2% and GLP-1R inv ag -13%.
`CC(=O)Nc1ccc(NC(=S)NC(=O)c2ccc([N+](=O)[O-])c(C)c2)cc1` gave IL2 activator 0.6, PTHR1 ag inactive, EPAC1 antag 7%, HEK293 tox -14%, PI5P4K alpha inh -3, EPAC1 ag -3%, GLP-1R agonist -1%, PLK1 PBD block -9% and GLP-1R inv ag 1%.
`CC(C)=C1SC(N2CCN(c3ccc(Cl)cc3)CC2)=NC1=O` gave IL2 activator -2.8, PTHR1 ag -20%, EPAC1 antag 0%, HEK293 tox -23%, PI5P4K alpha inh -2, EPAC1 ag -9%, GLP-1R agonist 0%, PLK1 PBD block -22% and GLP-1R inv ag -22%.
Screening COc1ccc(Cl)cc1CNC[C@H]1O[C@@H](n2cnc3c(=O)[nH]c(N)nc32)[C@H](O)[C@@H]1O returned IL2 activator 0.7, PTHR1 ag -7%, EPAC1 antag -6%, HEK293 tox 3%, PI5P4K alpha inh -7, EPAC1 ag 5%, GLP-1R agonist -2%, PLK1 PBD block -10% and GLP-1R inv ag 21%.
